Assay outcomes deposited in PubChem by several laboratories.
NPY-Y2 antag – NPY-Y2 receptor antagonists, primary screen, cell-based; inhibition, % at 2.7 µM; Neuropeptide Y receptor type 2 (Homo sapiens), P49146; 140,000 compounds, 0.99% hits; NPY-Y2 expressing cells, antagonist mode; AID 793, 2007; in the data active means inhibition above about 17%;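 further: 0% = vehicle with agonist challenge and 100% = reference antagonist with challenge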
Target sequence (P49146 whole entry, looked up): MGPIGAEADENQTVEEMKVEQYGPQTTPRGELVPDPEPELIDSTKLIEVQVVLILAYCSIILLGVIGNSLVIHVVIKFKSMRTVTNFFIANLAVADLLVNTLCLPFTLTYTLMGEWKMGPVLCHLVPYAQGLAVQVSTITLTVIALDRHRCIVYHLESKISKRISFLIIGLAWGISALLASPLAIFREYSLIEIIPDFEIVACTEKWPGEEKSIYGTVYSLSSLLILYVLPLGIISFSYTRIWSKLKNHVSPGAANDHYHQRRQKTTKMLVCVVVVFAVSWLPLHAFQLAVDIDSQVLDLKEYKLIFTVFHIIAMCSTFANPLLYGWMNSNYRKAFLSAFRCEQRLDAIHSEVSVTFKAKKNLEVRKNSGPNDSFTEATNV
HCT116 bCat-KO – primary screen for growth suppressors in beta-catenin knockout HCT116 cells (colon tumor, human). viability, % at 10 µM. 140,000 compounds, 1.5% hits. HCT116 beta-catenin knockout viability, CellTiter-Glo, 60 h; stronger effect = lower value;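 active means viability at or under a set limit, the compound median less 4 SD, cut at about 6% in these data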;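 further: 0% = Hyamine 1622 control at 20 µM and 100% = untreated cell control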
GALR2 blocker – GALR2 antagonists in receptor-expressing cells, primary screen; antagonist mode; inhibition, % at 4 µM; 140,000 compounds, 0.39% hits; Galanin receptor type 2 (Homo sapiens), O43603; in the data active means inhibition above about 27%;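 further: cells stimulated with galanin 1-16 at roughly its EC80; 0% = agonist challenge control and 100% = basal control without agonist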
Target sequence (O43603 whole entry, looked up): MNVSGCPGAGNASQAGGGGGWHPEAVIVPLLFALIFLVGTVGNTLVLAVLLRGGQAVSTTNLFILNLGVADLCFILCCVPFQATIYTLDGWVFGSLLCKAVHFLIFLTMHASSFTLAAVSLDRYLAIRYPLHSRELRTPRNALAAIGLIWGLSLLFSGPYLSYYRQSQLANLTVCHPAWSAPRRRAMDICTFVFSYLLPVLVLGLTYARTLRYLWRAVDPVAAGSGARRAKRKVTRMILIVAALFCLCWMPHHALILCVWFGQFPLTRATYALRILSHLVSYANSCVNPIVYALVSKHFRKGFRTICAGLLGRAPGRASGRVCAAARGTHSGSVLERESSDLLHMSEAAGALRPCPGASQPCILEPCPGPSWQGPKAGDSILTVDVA
Phagocyt inh – inhibitors of macrophage phagocytosis, primary screen, imaging, J774A.1 cells, IgG beads | inhibition, % at 5 µM | 110,000 compounds, 0.07% hits | J774A.1 macrophage IgG-bead phagocytosis;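 active means inhibition above the mean of the plate negative controls plus 5 SD, cut at about 13% in these data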;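 further: phagocytic index as fraction of beads internalized from green versus red external bead signal; plate controls were DMSO negative control for no effect and cytochalasin-D positive control for full effect; some results beyond the cut were filed as inactive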
MRP1 act – H69AR viability gain despite doxorubicin, primary screen, MRP-1 activator project, H69AR cells, CellTiter-Glo; viability increase, % at 10 µM; viability rescue; 140,000 compounds, 0.61% hits;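 active means viability gain under doxorubicin at or above a set limit, the compound median plus 3 SD, cut at about 4.7% in these data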;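 further: MRP-1 overexpressing cells given doxorubicin 25 µM after compound pretreatment; 18-22 h compound pretreatment then 72 h with doxorubicin before readout; 0% = doxorubicin-only wells and 100% = vehicle-treated cells without doxorubicin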
Yeast life ext – compounds extending yeast replicative lifespan, primary screen, S. cerevisiae, OD615. 130,000 compounds, 0.68% hits. S. cerevisiae growth with nicotinamide; deaD strain in restrictive glucose medium. inhibition of the nicotinamide effect, % at 10 µM;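 active means inhibition above a set limit, placed 3 SD over the median of all compounds, cut at about 26% in these data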;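 further: 0% = nicotinamide-treated wells and 100% = cells grown without nicotinamide; some compounds called inactive have numbers as strong as hits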
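Material: Modified budding yeast, DeaD strain | Medium: Restrictive glucose medium | Probe or stimulus: 1.5 mM nicotinamide | Dosing: Single dose 10 µM compound, 0.25% DMSO | Times: 48 h at 30 °C | Technique: OD615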
Measles CPE – compounds protecting cells from measles virus cytopathic effect, primary screen, measles RdRp inhibitor project, single point, MLSMR library, absorbance; Measles virus-infected cells, CPE protection; protection (pct of control), % at 4 µM; 140,000 compounds, 1.5% hits; AID 841, 2007; in the data active means protection mostly above about 24%, no sharp cut-off; inactive means mostly below about 26%; further: some compounds called inactive have numbers as strong as hits
HCT116 PTEN-null – growth suppression of PTEN-null HCT116, primary screen, cell-based, CellTiter-Glo. HCT116 PTEN-null viability, 60 h; stronger effect = lower value. viability, % at 10 µM. 140,000 compounds, 1.2% hits. AID 827, 2007;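 active means viability at or below a set limit, 4 SD under the median of all tested compounds, cut at about 3.7% in these data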;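 further: PTEN knockout HCT116 line with beta catenin targeted HCT116 as companion control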
Yeast growth inh – growth inhibitors of yeast BB579 in restrictive medium, primary screen, yeast lifespan-shortening project, S. cerevisiae; OD615, 48 h; inhibition, % at 10 µM; 140,000 compounds, 0.51% hits; AID 804, 2007;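 active means inhibition above a set limit, 3 SD over the mean compound inhibition, cut at about 44% in these data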; further: inactives centre near -24
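Assay system: S. cerevisiae DeaD strain BB579 yeast. Medium: CSMM-D restrictive synthetic medium containing dextrose (glucose). Times: 4 h cell preincubation, 48 h compound exposure, 30 °C humidified. Signal: OD615 turbidity measurement. Benchmarks: positive control amphotericin B 10 µg/mL.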
E-sel TNF inh – E-selectin induction blockers in HUVEC – imaging, immunofluorescence, high content, primary screen; HUVEC TNFa-induced E-selectin immunofluorescence; inhibition, % at 2 µM; 120,000 compounds, 0.71% hits;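 active means inhibition above the batch mean plus 3 SD, and confirmed as a hit on visual image review, cut at about 43% in these data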;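 further: 0% = TNF-stimulated DMSO wells and 100% = unstimulated control wells; not every result past the cut was called active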
Active calls of the source: *; . = not tested or not shown. This is a random part of the collection, and some 6.1% of all compounds hit somewhere here.

SMILES	NPY-Y2 antag	HCT116 bCat-KO	GALR2 blocker	Phagocyt inh	MRP1 act	Yeast life ext	Measles CPE	HCT116 PTEN-null	Yeast growth inh	E-sel TNF inh
CCn1c2c(c3ccc(OC)cc31)CCCC2=O	4	94	9	-1	-1.5	-10	2	83	-58	11
COc1ccc(CC(=O)NC2CC(C)(C)NC(C)(C)C2)cc1	2	90	5	.	-1.4	.	6	95	-48	0
Cc1csc(SC(C)C(=O)Nc2ccc(S(=O)(=O)N3CCCC3)cc2)n1 (centres undefined)	0	82	7	-1	-0.7	-8	8	82	-35	-32
CCOC(=O)CC12CN3CN(C1)CC(CC(=O)OCC)(C3)C2=O	9	100	-13	-1	0.1	-11	26	103	-1	-9
CSc1nnc(-c2sc3cc(Cl)ccc3c2Cl)n1C	8	64	-3	-3	-3.9	-5	4	74	-19	20
CCOC(=O)c1sc(NC(=O)c2ccc(S(=O)(=O)N3CCOCC3)cc2)cc1C	0	91	-5	0	-1.1	-12	16	88	-42	21
Cc1cnc(NC(=O)CSc2nnc(-c3ccccc3)n2Cc2ccccc2)s1	2	88	10	.	-1.9	-2	6	72	-25	-14
CC1(C)OC(=O)C(=NNc2ccc(O)cc2)C(=O)O1	7	97	2	-3	-4.7	-6	1	96	12	-21
S=C(NCc1ccco1)Nc1ccc(Cl)cc1	0	70	5	-4	-3.3	-6	11	81	-16	16
COc1ccc2cc(C3CC(c4ccco4)=NN3S(=O)(=O)c3ccccc3)c(Cl)nc2c1 (centres undefined)	4	86	-13	-1	0.1	7	2	81	-49	3
O=C(Nc1ccc(CCC(=O)N2CCCC2)cc1)c1ncn[nH]1	2	98	0	0	-3.1	-19	6	92	-26	-6
CC1(C)Oc2ccc3ccc(=O)oc3c2/C(=C/Nc2ccccn2)C1=O	5	107	13	0	-0.1	-7	5	106	-28	-8
Nc1nc(SCC(=O)c2cccc([N+](=O)[O-])c2)n[nH]1	1	91	-7	-9	-0.3	0	13	103	-24	11
COC(=O)c1nc(C(=O)OC)c(C(=O)OC)nc1C(=O)OC	-2	107	0	0	-0.1	1	.	96	-53	-59
O=S(=O)(Nc1nc2ccccc2nc1-[n+]1ccccc1)c1ccc(Cl)cc1	1	89	-2	-5	-0.5	1	13	94	-45	.
CC(C)CC(=O)c1c[nH]c(C(=O)NCc2cccs2)c1	4	96	7	.	1.2	3	15	112	-34	9
COc1ccc(CCN2C(=S)NC3CC2(C)Oc2ccc([N+](=O)[O-])cc23)cc1OC (centres undefined)	0	70	-5	0	0.0	-15	9	60	-28	-37
COCCNS(=O)(=O)c1cccn1-c1ncc(C(F)(F)F)cc1Cl	1	89	-2	.	-1.4	-8	17	92	-19	7
COc1ccc(CCNS(=O)(=O)c2ccc3c(c2)OCCO3)cc1OC	-1	94	-3	0	-0.7	-3	12	84	5	4
Cc1cc(C)c(C#N)c(SCC(O)CS(=O)(=O)Cc2ccccc2)n1 (centres undefined)	2	97	10	-1	-5.4	-25	5	97	-13	-12
CCc1nc(NCC2CCCO2)c2oc3ccccc3c2n1 (centres undefined)	-1	96	-3	0	-1.1	-11	15	97	-29	6
CNC(=O)CSc1nnc(-c2cc(C)cc(C)c2)o1	-1	106	-3	-2	-0.1	-6	19	102	-62	-18
CCn1c(=O)cc(OCC(=O)NCc2ccco2)c2ccccc21	0	91	-9	-2	-3.5	-4	11	90	-7	.
COc1ccc(OC)c(C(c2nnnn2Cc2ccccc2)N2CCN(C3CCCCC3)CC2)c1 (centres undefined)	7	80	3	-1	-1.2	-7	20	71	-7	13
CCCCC/C=C\C[C@H](O)/C=C/c1cccc(C[C@H](O)CCCCO)n1	-2	77	2	.	-3.0	3	5	86	-34	.
Other compounds.
SMILES	NPY-Y2 antag	HCT116 bCat-KO	GALR2 blocker	Phagocyt inh	MRP1 act	Yeast life ext	Measles CPE	HCT116 PTEN-null	Yeast growth inh	E-sel TNF inh
N#Cc1c2nc3ccccc3nc2n2cc(NC(=O)c3ccc(F)cc3)ccc12	0	15	12	1	-4.6	-2	3	13	-20	.
Cn1nc([N+](=O)[O-])nc1Oc1ccccc1N	1	79	-1	-1	-2.8	-3	18	87	32	11
CS(=O)(=O)Oc1ccccc1/C=C1/N=C(c2ccc(F)cc2)OC1=O	1	94	6	0	-0.9	18	10	91	-48	4
COc1ccc(NC(=O)CSc2nc3c(c(-c4cccs4)c2C#N)CN(C)CC3)cc1OC	0	85	-9	.	2.0	-12	16	90	-32	43
c1ccc2c(-c3nc4ncccc4o3)cccc2c1	4	87	3	0	-2.3	-7	8	94	5	3
COc1ccc2nc3ccccc3nc2c1NC(=O)c1ccc(Cl)cc1	0	81	4	-13	-1.2	-6	6	91	-39	16
CCOc1nc(NCc2ccco2)nc(Nc2ccccc2F)n1	4	100	2	.	-1.1	.	23	104	-35	9
CCOC(=O)C1=C(Nc2ccc(Br)cc2)CC(C)(O)C(C(=O)OCC)C1c1ccccc1 (centres undefined)	0	90	-12	-2	-1.6	-6	.	79	-8	17
Cc1cc(C(=O)CSc2n[nH]c(N)n2)c(C)n1-c1cc(F)ccc1F	5	76	8	0	-1.8	-7	11	75	-23	20
N#Cc1cc2c(N)c(C(=O)Nc3ccccc3)sc2nc1N	-1	93	-12	0	-1.2	-10	18	92	-73	.
O=C(O/N=C\c1ccc(N2CCOCC2)c([N+](=O)[O-])c1)c1ccc(F)cc1	0	103	-3	.	-0.6	-25	5	93	-22	-18
Cc1[nH]c2ccccc2c1SCC(=O)N1CCOCC1	0	101	8	2	-1.2	-10	7	101	14	3
Cc1ccc(NC(=O)c2ccc(-n3cccn3)c([N+](=O)[O-])c2)cc1C	1	79	9	1	1.3	-9	1	87	-18	.
CCOc1cc(N2CCOCC2)c(OCC)cc1NC(=O)CC12CC3CC(CC(C3)C1)C2	1	82	-5	0	-0.9	-15	5	73	6	-1
O=C(O)CCCCn1c(SCc2cc(=O)n3cc(Cl)ccc3n2)nc2ccsc2c1=O	7	76	-1	-3	-1.1	5	17	70	-32	-7
Nc1cc(Cl)ccc1C(=O)OCC(=O)NC1CCS(=O)(=O)C1 (centres undefined)	2	83	-1	.	-1.5	-5	19	80	-9	-22
CN(C)c1ccnc(Oc2ccc(C(C)(C)C)cc2)c1C#N	1	58	3	0	0.7	4	3	55	-11	-2
CC(C)(C)NC(=O)CSc1nncn1NCc1ccccc1	12	86	-11	0	-2.9	-7	5	92	-19	.
CCOC(=O)c1cccnc1SCC(=O)N(CC)c1cccc(C)c1	5	101	-13	-1	0.1	8	9	114	-25	-27
Cc1ccc(/C=C/C(=O)Nc2nn[nH]n2)o1	3	94	-2	-3	-2.1	0	9	89	-24	-6
O=C(CN1C(=O)c2ccccc2C1=O)NCC1CCCO1 (centres undefined)	-1	84	5	-1	-2.3	-4	8	93	-35	7
Cc1cc(NC(=O)CSc2nc(-c3ccc(F)cc3)cs2)no1	3	89	0	-2	-1.8	-15	3	84	9	.
CCOC(=O)N1CCN(c2nc(-c3ccc(Cl)cc3)cs2)CC1	3	94	4	1	0.4	-3	1	104	-8	-35
CCOc1ccc(NCC2CCOC(C)(C)C2)cc1 (centres undefined)	2	88	5	.	0.2	-8	16	87	-25	-18
CCN1CCn2c3c(c4cc(Cl)ccc42)CCCC31 (centres undefined)	4	77	1	2	-3.8	-5	13	74	-20	-4
(more compounds)
SMILES	NPY-Y2 antag	HCT116 bCat-KO	GALR2 blocker	Phagocyt inh	MRP1 act	Yeast life ext	Measles CPE	HCT116 PTEN-null	Yeast growth inh	E-sel TNF inh
Cc1ccc2nc(SCC(=O)Nc3ccc(F)c([N+](=O)[O-])c3)[nH]c2c1	0	61	0	-7	-3.8	-3	19	58	-40	-13
Cc1ccc(CN(c2ccc(C(=O)Nc3cccnc3)cc2)S(C)(=O)=O)cc1	6	75	-5	-2	0.0	-8	3	74	-17	.
O=C(O)c1cccc(Cn2cccn2)c1	-1	96	-5	-5	1.0	5	2	104	-39	.
Cc1ccc(CSCCNC(=O)c2ccc(N(C)S(=O)(=O)c3ccccc3)cc2)cc1	18*	75	12	-1	-0.1	6	11	77	-57	-22
CCc1ccc(CN/C=C/C(=O)c2ccc(Br)cc2)cc1	10	91	-11	.	-0.4	25	16	97	-39	.
COC(=O)c1cc2c(C)nn(-c3ccccc3)c2s1	3	78	3	-1	-5.4	-27	6	85	-5	-18
CCOc1cc(S(=O)(=O)Nc2cc(C)cc(C)c2)ccc1Cl	2	77	3	-3	-5.3	7	2	68	-15	3
CCOC(=O)COc1ccc2nsnc2c1Cl	-1	82	-1	-2	-1.7	-27	10	96	-26	-9
COc1ccc(S(=O)(=O)Nc2ccc(O)c(Sc3ncn[nH]3)c2)cc1	0	97	3	.	0.1	.	7	89	5	-7
COC(=O)c1ccccc1NC(=O)CCNC(=O)Cn1cnc2ccccc2c1=O	4	85	-1	-3	-3.1	0	7	97	-7	.
O=C(O)C1C2C=CC(C2)C1C(=O)Nc1cccc(C(=O)N2CCCCC2)c1 (centres undefined)	0	93	0	.	-0.6	-11	6	91	-2	4
O=CN1CCN(C(=O)c2ccc([N+](=O)[O-])cc2)CC1	0	95	3	-9	-2.3	4	2	100	-57	7
COc1ccccc1CNCc1ccc(OC)c(OC)c1OC	3	58	-1	.	-3.1	.	5	70	-14	-22
O=C(NNC(=O)c1cccs1)c1ccc(Cl)c([N+](=O)[O-])c1	2	79	-12	-8	-3.1	-4	8	74	-14	4
Cc1ccc(NC(=S)NNC(=O)c2ccc(N3CCOCC3)c([N+](=O)[O-])c2)cc1C	10	87	-5	-6	-3.7	4	11	72	2	-31
c1ccc(CNc2ncnc3c2cnn3Cc2ccccc2)cc1	1	42	12	.	-4.0	.	12	37	-36	15
CC1=Nc2ccccc2/C1=C\c1nc(-c2ccc(C(F)(F)F)cc2)oc1O	0	93	10	.	-2.5	-14	5	103	-18	-2
Cc1cc(C)nc(SCC(=O)c2c(N)n(C)c(=O)n(C)c2=O)n1	2	98	-9	-2	-0.5	6	31	98	-19	12
Nc1nc2ccc(O)cc2s1	5	91	-4	.	-6.8	.	9	111	-5	-5
CCOc1ccc(C2c3cc(OC)c(OC)cc3CC(=O)N2c2ccccc2)cc1 (centres undefined)	12	82	-7	3	-0.6	8	10	85	-12	-56
COc1ccc(/C(O)=C/C(=O)C(=O)Nc2c(C)n(C)n(-c3ccccc3)c2=O)cc1	-1	102	10	-5	0.0	73*	4	85	-34	7
Cc1c(NC(=O)NCCN2C(=O)C3C4C=CC(C4)C3C2=O)c(=O)n(-c2ccccc2)n1C (centres undefined)	-3	102	0	-1	-1.5	-3	33	99	23	19
